Screening results as filed in PubChem BioAssay.
GALR2 blocker: GALR2 (human) receptor antagonism | AID 828 | inhibition, % at 4 µM | GALR2-expressing cells, antagonist mode | O43603 | 140,000 tested, 0.39% active; in the data active = inhibition above about 27%;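 note: cells stimulated with galanin 1-16 at roughly its EC80; 0% = agonist challenge control and 100% = basal control without agonist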
Target sequence (O43603 whole entry, looked up): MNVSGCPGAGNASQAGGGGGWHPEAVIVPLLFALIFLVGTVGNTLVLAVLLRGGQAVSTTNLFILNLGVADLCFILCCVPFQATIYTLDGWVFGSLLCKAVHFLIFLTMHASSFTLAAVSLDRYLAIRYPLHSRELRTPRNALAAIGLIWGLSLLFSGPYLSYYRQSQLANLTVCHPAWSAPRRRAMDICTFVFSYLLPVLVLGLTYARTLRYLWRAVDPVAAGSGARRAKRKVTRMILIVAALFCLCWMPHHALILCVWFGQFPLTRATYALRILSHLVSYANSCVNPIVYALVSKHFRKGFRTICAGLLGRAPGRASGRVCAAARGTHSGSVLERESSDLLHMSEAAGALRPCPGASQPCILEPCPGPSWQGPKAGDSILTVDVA
HCT116 PTEN-null: growth suppressors of cells with PTEN tumor suppressor deletion. HCT116 PTEN-null viability, CellTiter-Glo, 60 h; hits give low values. viability, % at 10 µM. 140,000 tested, 1.2% active. AID 827;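 active = viability at or below a set limit, 4 SD under the median of all tested compounds, cut at about 3.7% in these data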;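 note: PTEN knockout HCT116 line with beta catenin targeted HCT116 as companion control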
Yeast lifespan up: extends the lifespan of yeast; S. cerevisiae growth with nicotinamide, OD615; deaD strain in restrictive glucose medium; inhibition of the nicotinamide effect, % at 10 µM; 130,000 tested, 0.68% active; AID 775;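 active = inhibition above a set limit, placed 3 SD over the median of all compounds, cut at about 26% in these data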;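 note: 0% = nicotinamide-treated wells and 100% = cells grown without nicotinamide; some compounds called inactive have numbers as strong as hits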
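Assay system: DeaD-strain S. cerevisiae. Medium: CSMM-D glucose medium, restrictive. Reagent: nicotinamide, 1.5 mM, co-present with compound. Compound: 10 µM single point, 0.25% DMSO. Schedule: culture preincubation 4 h, compound exposure 48 h, both 30 °C. Detection: absorbance at 615 nm.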
Measles CPE: protection of cells from measles virus; AID 841; protection (pct of control), % at 4 µM; Measles virus-infected cells, CPE protection, absorbance; 140,000 tested, 1.5% active; in the data active = protection mostly above about 24%, no sharp cut-off; inactive = mostly below about 26%; note: some compounds called inactive have numbers as strong as hits
MRP-1 activ: MRP-1 activation | H69AR cells + doxorubicin, viability rescue, CellTiter-Glo | AID 799 | viability increase, % at 10 µM | 140,000 tested, 0.61% active;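 active = viability gain under doxorubicin at or above a set limit, the compound median plus 3 SD, cut at about 4.7% in these data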;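 note: MRP-1 overexpressing cells given doxorubicin 25 µM after compound pretreatment; 18-22 h compound pretreatment then 72 h with doxorubicin before readout; 0% = doxorubicin-only wells and 100% = vehicle-treated cells without doxorubicin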
NPY Y2 blocker: antagonists of human neuropeptide Y receptor Y2 | P49146 | NPY-Y2 expressing cells, antagonist mode | inhibition, % at 2.7 µM | 140,000 tested, 0.99% active | AID 793; in the data active = inhibition above about 17%;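 note: 0% = vehicle with agonist challenge and 100% = reference antagonist with challenge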
Target sequence (P49146 whole entry, looked up): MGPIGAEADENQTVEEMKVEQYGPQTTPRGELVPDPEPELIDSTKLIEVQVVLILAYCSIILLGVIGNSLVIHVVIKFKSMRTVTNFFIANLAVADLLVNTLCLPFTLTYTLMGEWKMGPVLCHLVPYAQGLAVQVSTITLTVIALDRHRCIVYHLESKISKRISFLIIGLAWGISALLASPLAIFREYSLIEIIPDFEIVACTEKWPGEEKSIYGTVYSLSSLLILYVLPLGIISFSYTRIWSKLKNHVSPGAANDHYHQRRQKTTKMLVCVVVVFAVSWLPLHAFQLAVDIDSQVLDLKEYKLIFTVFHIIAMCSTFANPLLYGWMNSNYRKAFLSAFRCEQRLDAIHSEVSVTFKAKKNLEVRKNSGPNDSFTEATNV
E-sel TNF inh: blocks E-selectin expression induced by TNF alpha; HUVEC TNFa-induced E-selectin immunofluorescence, high content; inhibition, % at 2 µM; 120,000 tested, 0.71% active;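 active = inhibition above the batch mean plus 3 SD, and confirmed as a hit on visual image review, cut at about 43% in these data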;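 note: 0% = TNF-stimulated DMSO wells and 100% = unstimulated control wells; not every result past the cut was called active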
BB579 growth dn: chemicals that inhibit yeast BB579 growth in restrictive medium (lifespan-shortening candidates). S. cerevisiae BB579 growth, OD615, 48 h. 140,000 tested, 0.51% active. inhibition, % at 10 µM;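 active = inhibition above a set limit, 3 SD over the mean compound inhibition, cut at about 44% in these data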; note: inactives centre near -24
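System: Saccharomyces cerevisiae DeaD strain BB579, replicative lifespan model yeast | Buffer or medium: Restrictive glucose-based CSMM-D medium | Times: 4 h preincubation and 48 h exposure at 30 °C | Detection: OD615 turbidity measurement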
bCat KO growth: beta-catenin-lacking colon tumor cell growth suppression | HCT116 beta-catenin knockout viability, CellTiter-Glo, 60 h; hits give low values | viability, % at 10 µM | 140,000 tested, 1.5% active;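 active = viability at or under a set limit, the compound median less 4 SD, cut at about 6% in these data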;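 note: 0% = Hyamine 1622 control at 20 µM and 100% = untreated cell control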
Phagocytosis inh: blocks phagocytosis by macrophages | J774A.1 macrophage IgG-bead phagocytosis, imaging | inhibition, % at 5 µM | 110,000 tested, 0.07% active | AID 1029;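 active = inhibition above the mean of the plate negative controls plus 5 SD, cut at about 13% in these data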;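 note: phagocytic index as fraction of beads internalized from green versus red external bead signal; plate controls were DMSO negative control for no effect and cytochalasin-D positive control for full effect; some results beyond the cut were filed as inactive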
* hit, by the source's call; / = not tested or not shown.

cpd	structure	GALR2 blocker	HCT116 PTEN-null	Yeast lifespan up	Measles CPE	MRP-1 activ	NPY Y2 blocker	E-sel TNF inh	BB579 growth dn	bCat KO growth	Phagocytosis inh
1	Cc1ccc(S(=O)(=O)N(Cc2ccc(Cl)cc2)c2ccccc2C(=O)NCc2cccnc2)cc1	4	85	11	19	-2.4	35*	/	-11	82	-9
2	O=C(N/N=C/c1ccc(Br)cc1)c1ccc(Br)o1	6	92	-6	22	-1.2	0	/	-32	100	-2
3	c1ccc2c(c1)OCC(c1nnc3sc(-c4cnccn4)nn13)O2 (stereo not given)	-7	102	-14	8	-1.1	3	-23	-7	107	-3
4	O=C(NC(=S)Nc1ccc2c(c1)C(=O)c1ccccc1C2=O)c1ccc(F)cc1	20	107	-5	9	-4.3	-1	/	36	96	2
5	CC(=O)Nc1ccccc1C(=O)C(=O)Nc1cccc(C(=O)NCc2ccccc2)c1	3	99	-5	18	-0.4	3	21	-19	101	-8
6	CCc1c(C)c(C#N)c2nc3ccccc3n2c1N(C)C	7	98	-12	3	-0.6	0	15	-20	90	1
7	CCCCCSc1nncc(=O)[nH]1	2	91	-2	9	0.1	3	/	11	93	/
8	COc1cccc(C2=CC(c3cccc(OC)c3OC)n3nnnc3N2)c1 (stereo not given)	11	12	-26	3	-5.2	5	-20	-6	9	6
9	O=C(O)c1ccccc1S(=O)(=O)NCC(O)COC1CCCCC1 (stereo not given)	0	93	-6	28	-1.9	-1	-41	-14	96	0
10	Cn1c(=O)c2c(-c3ccc(C(C)(C)C)cc3)n(CC3CCCO3)cc2n(C)c1=O (stereo not given)	-1	79	-15	6	-4.3	-2	19	-26	104	3
11	CCOC(=O)c1c(NC(=O)CN2C(=O)NC3(CCCCC3C)C2=O)sc(C)c1C (stereo not given)	-11	79	0	15	-2.6	2	-5	-30	91	-3
12	Cc1ccccc1OCC(O)Cn1nnc2ccccc21 (stereo not given)	5	100	/	4	-0.8	2	-13	-25	87	/
13	CCC(C(=O)NCc1ccco1)N(C(=O)CNS(=O)(=O)c1ccc(C)cc1)c1ccccc1OC (stereo not given)	-4	72	-5	4	-2.9	4	11	-1	68	0
14	COCCCn1c(SCC(=O)N2CCCCC2C)nnc1-c1ccco1 (stereo not given)	-6	95	-9	5	-2.6	1	-21	-14	103	-5
15	Cc1cccc(C)c1OCc1nnc(SCC(=O)Nc2ccccc2F)o1	6	99	-2	12	1.1	8	/	-14	99	0
16	CC(=O)N1CCc2cc(S(=O)(=O)NCCC(=O)Nc3cc(C)cc(C)c3)ccc21	0	89	-13	20	-0.2	3	23	-21	86	-2
17	COC(=O)N(C)CCCC1(C)C(=O)N(C)c2ccc(O)cc21 (stereo not given)	17	100	-9	18	-0.8	2	/	-16	99	1
18	O=C(N1CCOCC1)C(F)(F)C(F)(F)C(F)(F)C(F)(F)C(=O)N1CCOCC1	-3	96	-3	7	-1.6	-2	/	21	99	0
19	CCC(C)(C)n1nnnc1CN1CCc2ccccc21	-9	88	10	73*	-2.4	6	14	-12	88	/
20	CCc1ccccc1NC(=O)C1CC(c2ccc(F)cc2)=NO1 (stereo not given)	6	96	0	19	1.6	2	9	-32	94	2
21	CN(C)S(=O)(=O)c1cccc(NC(=S)Nc2ccc(Cl)cc2Cl)c1	1	101	-16	6	0.6	2	25	-20	90	1
22	COc1ccccc1/C=C/C(=O)NC(=S)Nc1ccc(S(=O)(=O)N(C)c2ccccc2)cc1	-3	93	17	5	-2.6	-1	-1	-33	103	/
23	CCN1CNC(=S)N(c2cc(C)ccc2C)C1	14	95	6	17	-2.5	5	-5	-38	87	/
24	NC(=O)C1CCN(C(=O)N2c3ccccc3Sc3ccccc32)CC1	-1	77	-27	6	-1.9	3	19	-18	81	0
25	O=C(NC1CCCC1)C(c1ccccc1)N(C(=O)c1ccno1)c1cccnc1 (stereo not given)	-5	98	3	0	0.2	5	-9	-32	100	1
26	CCN(CC)CCOC(=O)c1ccc(NC(=O)COc2cc(=O)n(CC)c3ccccc23)cc1	1	92	-14	7	0.8	1	-27	-57	91	/
27	CC(CCc1ccccc1)NCC(O)c1ccc(O)c(C(N)=O)c1 (stereo not given)	14	96	3	32	-0.7	1	/	-28	98	/
28	CCc1ccc(C2=NN(S(C)(=O)=O)C(c3cccs3)C2)cc1 (stereo not given)	-2	82	-12	10	-0.5	4	-2	-48	66	0
29	Cc1cc2nc3c(nc2cc1C)C1(C(=O)O)CCC3(C)C1(C)C (stereo not given)	-2	98	30	8	-1.0	2	23	-4	97	-1
30	NC(=O)C1CCN(CC(=O)Nc2ccccc2Sc2ccc(Cl)cc2)CC1	-3	72	1	6	-3.5	1	-27	7	77	-4

cpd	structure	GALR2 blocker	HCT116 PTEN-null	Yeast lifespan up	Measles CPE	MRP-1 activ	NPY Y2 blocker	E-sel TNF inh	BB579 growth dn	bCat KO growth	Phagocytosis inh
31	Nc1nc(CN2CCOCC2)cs1	-7	102	4	23	-2.3	3	-7	-26	99	0
32	CCNC(=O)CCC(=O)Nc1cc(Cl)ccc1C	-2	100	-18	9	-0.1	2	-5	-43	93	0
33	Cc1cc(C)nc(-n2ncc3c2CC(c2ccc(C(C)C)cc2)CC3=O)n1 (stereo not given)	-12	65	-2	17	0.9	25*	/	-35	65	-9
34	Cc1cc(O)c(C(C)C)cc1NC1=NS(=O)(=O)c2ccccc21	4	92	-4	3	-1.7	0	19	-25	96	0
35	CC1CN(S(=O)(=O)c2ccc(C(=O)Nc3nnc(-c4ccc5c(c4)CCCC5)o3)cc2)CC(C)O1 (stereo not given)	0	13	0	8	-1.8	1	10	-8	13	0
36	O=C(c1ccc(=O)oc1)N1CCOCC1	-3	98	-21	20	-1.3	1	-4	-36	85	1
37	COc1ccc(N/N=C(/C)c2cnnc(-c3ccccc3)n2)cc1	1	9	1	9	-4.4	1	/	-51	15	0
38	Cc1ccc(CNC(=O)C23CN(Cc4ccccc4)CC2C(c2cccc([N+](=O)[O-])c2)=NO3)cc1 (stereo not given)	-12	85	-17	3	-0.3	1	/	-30	89	1
39	Cc1ccc(C(=O)C2=C(O)C(=O)N(CCN3CCOCC3)C2c2ccccn2)o1 (stereo not given)	-17	89	9	10	-2.4	1	/	-28	92	0
40	CCc1cc2c(=O)c(-c3nc4ccccc4n3C)coc2c(CN2CCOCC2)c1O	7	92	3	9	-2.8	1	/	-8	90	/
41	C=CCNC(=O)c1onc(CSc2ccc(C(C)C)cc2)c1C(=O)O	6	90	4	20	0.1	6	-14	-72	90	/
42	CSc1nsc(SCc2ccc(F)cc2)n1	0	110	-13	14	-0.1	1	-6	-10	97	3
43	O=C(N/N=C/C=C/c1ccccc1)C1CC1c1ccccc1 (stereo not given)	-3	94	/	9	-0.6	5	-7	-32	90	/
44	CCCCOc1cccc(C(=O)NC(=S)Nc2cccc(NC(=O)c3ccccc3Cl)c2)c1	-5	76	1	14	-3.5	2	/	-51	86	/
45	CCCCNS(=O)(=O)c1ccc2nc(SCC(=O)Nc3ccccc3Cl)[nH]c2c1	4	66	-5	37	-1.0	2	25	-27	81	-5
46	O=C(COc1cccc2cccnc12)N/N=C1\SCC(=O)N1Cc1ccco1	6	94	/	7	-1.9	2	-8	-21	98	/
47	Nc1cc(=O)[nH]c(SCC(=O)Nc2ccc(Cl)c(Cl)c2)n1	6	97	-9	17	-0.4	2	-1	-85	88	/
48	COCCC(=O)NNS(=O)(=O)c1ccc(Cl)cc1	-1	93	2	12	0.0	1	/	-3	101	1
49	CC(C)C(=O)N(Cc1cc2ccccc2[nH]c1=O)C(C)C	-7	94	-23	13	0.7	-3	56	-4	89	1
50	CC12COC3(C(=O)Nc4cccnc4)CC1CCC32C (stereo not given)	-15	92	8	17	-3.6	0	/	-26	96	-1
51	O=C1COc2ccc(OCc3ccc(F)cc3)cc21	1	95	-16	25	0.1	3	29	-27	96	-3
52	Cn1c(=O)c2c(nc(SCCN3CCOCC3)n2Cc2ccccc2)n(C)c1=O	10	89	/	9	-2.9	2	-8	10	86	/
53	CC(C)(CNC(=O)c1cccs1)CNC(=O)c1cccs1	-13	101	-20	2	-1.3	1	-1	-29	106	-1
54	Cc1nn(C)cc1NC(=O)CC12CC3CC(CC(C3)C1)C2	-16	88	-4	20	-2.5	1	/	-10	93	-3
55	O=C(CCCN1C(=O)c2ccccc2C1=O)Nc1c(C(=O)C2CC2)oc2ccccc12	-5	82	-7	9	-1.7	-1	13	7	93	0
56	COc1ccc(C(c2nnnn2Cc2cccs2)N2CCN(c3ccc(F)cc3)CC2)cc1OC (stereo not given)	3	74	-11	15	-1.2	-1	19	-30	81	0
57	O=C(CCCn1c(=O)c2sccc2n(CC(=O)NCc2ccco2)c1=O)NCc1ccco1	-1	98	-8	15	-2.8	1	-35	-25	97	0
58	O=C(O)CNC1=NCCCCC1	-2	99	-12	4	-0.6	1	13	-42	104	-1
59	NC1=NS(=O)(=O)NC1c1cccc(Cl)c1 (stereo not given)	2	90	-6	4	-0.4	1	-8	-30	83	-4
